# Assay outcomes: PubChem BioAssay, National Center for Advancing Translational Sciences (NCATS)
# DNA Pol III inh: blocks replication by bacterial DNA polymerase III holoenzyme. Potency, µM (titrated, usually from 57.1 µM), for inactives: at the top dose activity change, negative = inhibition. AID 603. reconstituted DNA polymerase III holoenzyme replication, biochemical. 0.25% of 71,000 active; further: potency means the concentration at half of the fitted maximal effect; on the % scale 0 is the no-effect control and ±100 the full control effect
#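 Reconstituted *E. coli* holoenzyme (0.35 nM Pol III, 1 nM beta, 154 nM SSB, 2 nM primase) was preincubated with compound for 15 min at RT. Synthesis on 1.4 nM ssM13Gori ran 35 min, then was stopped with PicoGreen/EDTA and read as dsDNA fluorescence.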
# Hsp90 Hop PPI: changes Hsp90-Hop TPR2A binding signal, up or down | AlphaScreen TPR2A-His6 binding biotin-Hsp90 C-terminal peptide | Potency, µM (top dose mostly 57 µM), for inactives: at the highest dose activity change, negative = inhibition | 0.44% of 71,000 active; active means well fitted curve in either direction with a large enough effect; inconclusive means small, poorly fitted or top-dose-only effect, or another doubt; further: potency means the concentration at half of the fitted maximal effect; on the % scale 0 is the no-effect control and ±100 the full control effect; many of its hits are not listed in these tables
# CRE Fsk mod: alters forskolin-stimulated CRE reporter signaling in CHO cells; CHO CRE-bla reporter (cAMP response element driving beta-lactamase), forskolin EC10, beta-lactamase ratio; Potency, µM (top dose mostly 38.2 µM), inactives show at the highest dose activity change, negative = inhibition, most hits filed as activators; 2.5% of 71,000 active; AID 662; active means well fitted activation curve with a large enough effect in the signal ratio, with a control signal flat, not every such curve was filed as active; inconclusive means small, poorly fitted or top-dose-only effect, or effect the other way, or a change in a side signal; the % refers to the signal ratio; further: potency means the concentration at half of the fitted maximal effect; % of control where 0% means no effect
#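 Reporter-gene assay: CHO cells with beta-lactamase behind cAMP responsive elements, co-treated with compound and EC10 NKH 477 for 3 hours at 37 degrees Celsius. Activity came from the 460/530 nm CCF4 emission ratio.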
# Ub-GFP proteasome: ubiquitin-GFP accumulation via proteasome inhibition; Ubiquitin-GFP reporter cells, proteasome inhibition, GFP fluorescence; response scale: untreated = 0%, 10 µM MG-132 = 100%; Potency, µM (highest dose often 45.9 µM), for inactives: top-dose activation (GFP accumulation), hits mostly activators; 67,000 tested, under 10 active; active means well fitted activation curve with a large enough effect, not every such curve was filed as active; inconclusive means small, poorly fitted or top-dose-only effect, or another doubt; inactive means no such curve, though single readings can be large or run the other way; further: potency means the concentration at half of the fitted maximal effect
#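 Proteasome block read as GFP accumulation: ubiquitin(G76V)-GFP U2OS cells exposed to compound (2.9 nM–46 uM) for 4 hr at 37 C. Normalization used untreated cells as 0% and 10 uM MG-132 as 100%; concentration-response curves fitted.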
# GFP derepression: epigenetic GFP locus derepression in mouse cells | AID 597 | mouse C127i GFP locus derepression, cytometry, 30 h | 0.09% of 68,000 active | Potency, µM (highest dose often 46.1 µM), for inactives: at the highest dose GFP derepression (activation); further: % of control where 0% means no effect
#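 Read-out is the number of GFP-positive cells, scored as fluorescent objects 20 to 120 um wide, reflecting derepression of a silenced CMV-GFP reporter in murine C127i cells after 30 h compound exposure at 37 C.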
# HBB splice mod: modulators of hemoglobin beta chain splicing. HBB splicing reporter cell assay, activation; EGFP reporter with mutant IVS2-654 intron; response scale: normalised to 500 nM splice-correcting PNA. 0.06% of 65,000 active. Potency, µM (series often up to 46.1 µM), without a hit: top-dose activation, hits mostly activators; further: potency means the concentration at half of the fitted maximal effect; 0% is about no effect
#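 HeLa cells stably expressing EGFP interrupted by mutant beta-globin intron 2 (IVS2-654), 500/well in 2% FCS. Treated with compound for 2 days at 37C. Splicing correction scored as total well GFP intensity (488 nm excitation, 500-520 nm emission); 500 nM antisense PNA served as control.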
# HADH2 inh: HADH2 (human) dehydrogenase inhibition; Q99714; Potency, µM (highest dose often 57.1 µM), for inactives: at the highest dose activity change, negative = inhibition, actives largely listed as inhibitors; recombinant HADH2, NADH fluorescence, beta-hydroxybutyryl-CoA; AID 886; 3.4% of 73,000 active; further: potency means the concentration at half of the fitted maximal effect; on the % scale 0 is the no-effect control and ±100 the full control effect; nearly all actives have a fitted effect of over 60% in size; many of its hits are not listed in these tables
# Target sequence (Q99714 whole entry, looked up, one chain of several): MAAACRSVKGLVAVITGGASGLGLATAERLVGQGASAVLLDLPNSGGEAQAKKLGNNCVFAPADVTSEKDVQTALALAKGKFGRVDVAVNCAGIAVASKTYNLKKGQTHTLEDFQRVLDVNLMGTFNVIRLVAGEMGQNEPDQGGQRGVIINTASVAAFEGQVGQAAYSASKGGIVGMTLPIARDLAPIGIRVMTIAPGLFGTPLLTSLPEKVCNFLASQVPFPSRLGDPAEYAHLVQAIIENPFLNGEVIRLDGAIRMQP
#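 E. coli-expressed His-tagged HADH2 tested at 20 nM in alkaline Tris buffer (pH 9.0); oxidation of 90 uM beta-hydroxybutyryl-CoA with 1 mM NAD+ tracked fluorimetrically for 4 min.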
# ALOX15 inhib: blocks human 15-lipoxygenase activity; P16050; purified 15hLO-1, xylenol orange hydroperoxide absorbance; Potency, µM (highest dose often 57.1 µM), inactives show at the top dose activity change, negative = inhibition, actives largely listed as inhibitors; 1.4% of 74,000 active; AID 887; further: potency means the concentration at half of the fitted maximal effect; on the % scale 0 is the no-effect control and ±100 the full control effect; nearly all actives have a fitted effect of over 55% in size
#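 Inhibition is scored from a chromogenic endpoint. After 15 min enzyme-compound contact, arachidonic acid (50 uM final) reacts 6 min with 40 nM 15hLO-1 at room temperature, then Fe-XO reagent is added for 30 min and absorbance ratio recorded.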
# BRCT inh red: inhibitors of human BRCA1 BRCT-phosphoprotein interaction (red fluorophore). P38398. BRCT-phosphopeptide binding, red fluorescence polarization. Potency, µM (doses to about 76.9 µM), inactives show top-dose activity change, negative = inhibition, actives largely listed as inhibitors. 0.03% of 75,000 active. AID 892; further: on the % scale 0 is the no-effect control and ±100 the full control effect
#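 Rhodamine-labelled pBACH1 10-mer (100 nM) bound to BRCT domain (100 nM) at pH 7.3; compounds incubated 12 min room temperature, polarization read. Free peptide defines full inhibition; unlabelled decapeptide titrated as control.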
# BRCT inh green: inhibitors of human BRCA1 BRCT-phosphoprotein interaction (green fluorophore); Potency, µM (top dose mostly 76.9 µM), inactives show at the highest dose activity change, negative = inhibition, most hits filed as inhibitors; 0.05% of 75,000 active; P38398; BRCA1 BRCT-phosphopeptide binding, green fluorescence polarization;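 further: potency means the concentration at half of the fitted maximal effect; plate controls were peptide without protein for full effect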
#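 Compounds were incubated for 12 min at room temperature with a complex of 100 nM fluorescein-tagged pBACH1 decapeptide and 250 nM His-tagged BRCT protein. Buffer was phosphate pH 7.3 with EDTA, DTT and Tween 20. Disruption of binding lowers the polarization signal.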
# USP2a inh: inhibitors of human ubiquitin-specific protease USP2a. O75604. 0.1% of 60,000 active. Potency, µM (top dose mostly 38.3 µM), without a hit: top-dose activity change, negative = inhibition, actives largely listed as inhibitors. USP2a enzymatic assay, qHTS inhibition;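 further: potency means the concentration at half of the fitted maximal effect; nearly all actives have a fitted effect of over 60% in size; plate controls were DMSO for no effect and NEM full inhibition control for full effect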
# Target sequence (O75604 whole entry, looked up): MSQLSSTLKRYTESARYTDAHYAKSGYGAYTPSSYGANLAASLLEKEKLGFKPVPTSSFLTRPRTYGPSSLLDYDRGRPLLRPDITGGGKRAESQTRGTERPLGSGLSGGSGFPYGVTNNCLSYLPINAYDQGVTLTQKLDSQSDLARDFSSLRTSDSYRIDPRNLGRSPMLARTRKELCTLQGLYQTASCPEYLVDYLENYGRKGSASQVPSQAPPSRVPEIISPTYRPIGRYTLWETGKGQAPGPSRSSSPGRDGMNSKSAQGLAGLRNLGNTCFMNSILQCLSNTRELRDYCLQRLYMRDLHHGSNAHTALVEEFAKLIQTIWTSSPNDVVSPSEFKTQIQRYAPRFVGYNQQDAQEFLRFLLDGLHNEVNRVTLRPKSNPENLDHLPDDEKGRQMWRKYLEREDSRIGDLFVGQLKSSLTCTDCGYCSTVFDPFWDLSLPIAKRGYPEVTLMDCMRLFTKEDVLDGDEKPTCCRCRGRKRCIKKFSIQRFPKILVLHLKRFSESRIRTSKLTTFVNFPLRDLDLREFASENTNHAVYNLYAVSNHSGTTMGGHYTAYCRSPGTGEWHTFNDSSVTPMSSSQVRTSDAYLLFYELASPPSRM
#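 20 nM USP2 core + cpd, 30 min RT; add 20 nM Ub-PLA2/20 uM NBD C6-HPC; read Ex460/Em535 at 0 h and 2.5 h. Normalized to NEM; qHTS curve fit/classification.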
# * = called active by the depositor; ? = inconclusive; / = no result given; [ ] = another dose, or the depositor's remark. Unless noted, the call rests on the fitted dose curve; in most records, active means well fitted curve in the direction sought with a large enough effect; inconclusive means small, poorly fitted or top-dose-only effect, or another doubt; inactive means no such curve, though single readings can be large; an effect the other way counts as inactive or inconclusive. Only part of the results is shown; the hit share may differ from the screen's.
item	molecule	HADH2 inh	BRCT inh green	HBB splice mod	USP2a inh	CRE Fsk mod	Hsp90 Hop PPI	ALOX15 inhib	GFP derepression	BRCT inh red	DNA Pol III inh	Ub-GFP proteasome
1	CCN(CC)C(=O)CSc1nnc(-c2cnccn2)n1-c1ccc(C)cc1	16%	-1.5%	2.4%	6%	-11%	-1%	2%	-3%	1.6%	0%	?
2	COc1nc(-c2ccccc2)cc(C(F)(F)F)n1	?	-1.9%	-0.6%	2%	7%	0%	2%	0%	1.3%	-6%	-5%
3	O=C1CSC(c2ccco2)N1 (configuration not stated)	-7%	-4.4%	0.0%	3%	1%	-2%	2%	0%	0.6%	-3%	-10%
4	COC(=O)Nc1ncc(CN2C(=O)c3ccccc3C2=O)s1	6%	0.5%	0.3%	12%	?	-7%	-10%	11%	0.6%	-1%	11%
5	Cc1oc(-c2ccc(Cl)cc2)nc1CN1CCCC(C(=O)N2CCc3ccccc32)C1 (configuration not stated)	4%	-1.6%	-2.5%	1%	-1%	-1%	0%	1%	0.2%	0%	-4%
6	CCCC[C@@H]1C[C@H]1C(NC(=O)c1ccc(-c2ccccc2)cc1)c1ccc(-c2ccccc2)cc1 (some centres not stated)	12%	-1.3%	1.8%	/	2%	-5%	/	/	0.0%	-9%	/
7	CC(C)=C(NC(=O)c1ccco1)C(=O)NCCc1nc2ccccc2[nH]1	-1%	0.1%	0.1%[0.369 µM]	3%	-11%	-4%	16%	-2%	-0.2%	0%	/
8	Cc1ccc(OCc2nnc(SCc3cc(=O)[nH]c4ccccc34)o2)cc1	4%	0.6%	/	5%	?	-5%	-2%	-1%	-0.3%	-5%	-3%
9	CCCN(C/C=C\I)[C@@H]1CCc2cccc(O)c2C1	-2%	-0.2%	/	/	?	-4%	1%[25.6 µM]	0%	1.7%	-4%	-5%
10	CC1(C)Cc2c(sc3ncnc(N)c23)CO1	-4%	1.4%	/	4%	-4%	3%	8%	-1%	-3.0%	-4%	-2%
11	CCN(CC)CCN1C(=O)C(=O)/C(=C(/O)c2ccncc2)C1c1ccccc1F (configuration not stated)	-2%	0.6%	1.9%[57.5 µM]	-2%	4%	0%	-5%	-2%	1.1%	4%	3%
12	CCOC(=O)NC1CCS(=O)(=O)C1 (configuration not stated)	8%	-1.9%	0.4%[57.5 µM]	0%	-10%	?	1%	-2%	-1.3%	-1%	4%
13	COc1cc2c(=O)n(Cc3ccco3)c(=O)n(CC(=O)c3cccc(Br)c3)c2cc1OC	7%	2.1%	-0.3%	55%[activator]	4µM*	-7%	-7%	18%	0.7%	-7%	4%
14	Cc1cc(C)n(-c2ccc(C(=O)OCC(=O)c3ccc(Br)s3)cc2)n1	?	1.8%	-1.3%	49%[activator]	-2%	-2%	-10%	1%	-1.4%	0%	3%
15	CC(=O)NC(c1ccccc1)c1nc2ccccc2[nH]1 (configuration not stated)	4%	-1.4%	4.4%	2%	-8%	-4%	7%	0%	-1.2%	1%	-4%
16	O=C(CSc1nnc2c(n1)[nH]c1ccc(F)cc12)OCc1ccccc1	4%	-4.5%	-0.2%[57.5 µM]	/	-6%	-1%	1%	-2%	-0.8%	-3%	3%
17	Cc1ccc(C2C(C#N)=C(N)SC(N)=C2C#N)cc1	20µM*	154%[activator]	/	?	2%	-1%	?	2%	-0.9%	9%	-2%
18	Cc1ncoc1C(=O)NCc1ccccc1Cl	-2%	-1.4%	0.5%[1.84 µM]	4%	?	1%	-1%	6%	1.0%	1%	-1%
19	O=C(Nc1nc(-c2ccccc2)cs1)C1CCCN(S(=O)(=O)c2ccccc2)C1 (configuration not stated)	9%	0.2%	-2.0%	41%[activator]	?	-2%	-18%	1%	-0.9%	2%	-10%
20	O=C(COc1cc(Cl)c(Cl)cc1Cl)NCCN1CCOCC1	10%	-3.0%	-1.0%	-3%	4%	-1%	-5%	6%	-1.0%	-2%	1%
21	COc1ccc(CCNC(=O)c2c[nH]c3ccccc3c2=O)cc1OC	6%	-2.2%	-5.1%	12%	10µM*	-5%	-5%	-1%	-0.1%	2%	-5%
22	CCN1CCN(S(=O)(=O)c2ccc(S(=O)(=O)NCC3CCCO3)cc2)CC1 (configuration not stated)	13%	-0.5%	/	-2%	0%	-2%	-2%	0%	0.1%	-5%	3%
23	O=C1C(=O)N(CCCn2ccnc2)C(c2cccnc2)/C1=C(/O)c1ccccc1 (configuration not stated)	-9%	-1.4%	-3.3%	-9%	0%	-3%	10%	2%	-2.1%	-4%	3%
24	CSCC[C@H](NC(=O)NCc1ccccc1F)C(=O)O	15%	0.5%	0.9%	-3%	-19%	-3%	1%	0%	0.7%	-3%	10%
25	O=C(c1coc(=O)c2ccccc12)N1CCN(Cc2ccccc2)CC1	5%	-0.5%	4.3%	0%	?	3%	-8%	0%	0.5%	-2%	-5%
26	C=CCn1c(=O)c2ccccc2n2c(SCc3cc(=O)n4ccsc4n3)nnc12	-5%	-1.0%	0.2%[57.5 µM]	7%	?	-1%	-1%	-3%	-2.3%	-1%	6%
27	O=C1c2ccccc2C(=O)N1Cc1nc2ccccc2c(=O)n1Cc1ccco1	19%	-1.3%	/	-3%	5%	-1%	0%	-2%	-2.6%	-5%	9%
28	Cc1ccccc1NC(=O)Cn1nnc(-c2ccc(N3CCOCC3)cc2)n1	?	-0.8%	-1.2%	-11%	7%	-3%	-9%	0%	-0.6%	0%	-2%
29	Cc1cccc(C(=O)O)c1	5%	0.7%	-0.2%	/	-9%	2%	-7%	/	-0.5%	7%	/
30	O=C1c2ccccc2C(=O)N1c1ccc(-c2nc3ccccc3o2)cc1	-6%	-2.2%	-1.2%	6%	0%	-1%	14%	-3%	1.5%	-1%	-4%

# Rewritten screen by screen: entries from further up
[19] O=C(Nc1nc(-c2ccccc2)cs1)C1CCCN(S(=O)(=O)c2ccccc2)C1 (configuration not stated)
[20] O=C(COc1cc(Cl)c(Cl)cc1Cl)NCCN1CCOCC1
[21] COc1ccc(CCNC(=O)c2c[nH]c3ccccc3c2=O)cc1OC
Compound | 19 | 20 | 21
HADH2 inh | 9% | 10% | 6%
BRCT inh green | 0.2% | -3.0% | -2.2%
HBB splice mod | -2.0% | -1.0% | -5.1%
USP2a inh | 41%[activator] | -3% | 12%
CRE Fsk mod | ? | 4% | 10µM*
Hsp90 Hop PPI | -2% | -1% | -5%
ALOX15 inhib | -18% | -5% | -5%
GFP derepression | 1% | 6% | -1%
BRCT inh red | -0.9% | -1.0% | -0.1%
DNA Pol III inh | 2% | -2% | 2%
Ub-GFP proteasome | -10% | 1% | -5%

# (more compounds)
item	molecule	HADH2 inh	BRCT inh green	HBB splice mod	USP2a inh	CRE Fsk mod	Hsp90 Hop PPI	ALOX15 inhib	GFP derepression	BRCT inh red	DNA Pol III inh	Ub-GFP proteasome
31	Cn1nnnc1Sc1ncnc2scc(-c3ccccc3)c12	?	-4.6%	-2.3%	27%	0.5µM*	-9%	-15%	-4%	0.2%	-12%	4%
32	COCCCNC(=O)c1ccc(N(C)S(=O)(=O)c2ccc(OC)cc2)cc1	10%	-2.5%	0.4%	3%	-6%	-1%	5%	3%	-0.3%	-9%	0%
33	COCCn1c(=O)c(-c2ccc(Cl)cc2)nc2cnc(Oc3ccccc3)nc21	6%	-2.8%	0.2%	41%[activator]	?	0%	-3%	3%[9.22 µM]	-0.8%	-3%	4%
34	COC(=O)c1cn(C)c2ccc(S(=O)(=O)N3CCCC3)cc2c1=O	-26%	-1.1%	2.9%[0.369 µM]	4%	?	0%	8%	-2%	-1.8%	-1%	/
35	Cc1cc(Nc2ccccc2N2CCOCC2)n2ncnc2n1	-8%	0.5%	-1.0%[0.369 µM]	-10%	?	-11%	17%	6%	-2.6%	-6%	-3%
36	CCN(C(=O)c1coc(=O)c(Br)c1)c1ccc2c(c1)OCO2	25µM*	-15%	1.6%[1.84 µM]	17%	?	-24%	?	2%	-1.2%	-12%	4%
37	COC(=O)C1=C(N)Oc2cc(C)n(Cc3cccnc3)c(=O)c2C1c1ccc(OC)c(OC)c1 (configuration not stated)	0%	-1.5%	-3.0%[0.369 µM]	10%	?	-4%	-3%	2%	-1.6%	-2%	1%
